TDP2 inh: human TDP2 enzyme inhibitors, primary screen, biochemical, epi absorbance, recombinant enzyme | T5PNP hydrolysis, p-nitrophenol absorbance 415 nm | inhibition, % at 12.8 µM | actives 0.34% (n = 370,000);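 active means inhibition above the mean of all tested compounds plus 3 SD, set per campaign, cut at about 25% in these data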;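 further: 0% = DMSO with enzyme and 100% = buffer with substrate but no TDP2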
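Evaluation: % inhibition relative to enzyme-containing and enzyme-free wells. Material: recombinant human TDP2. Benchmarks: enzyme-free and DMSO wells. Timing: enzyme reaction with compound for 2 h at 37 °C. Compound dosing: 12.8 µM only. Measured by: p-Nitrophenol epi absorbance. Reagent: T5PNP substrate at 5 mM, a TopII-DNA adduct mimic. Replication: single well per compound.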
SIAE inh: human SIAE inhibitors, primary screen, biochemical, fluorescence polarization, FP-Rh probe, 1536-well HTS; SIAE FP-Rh probe binding; inhibition, % at 9.66 µM; actives 0.69% (n = 370,000); AID 1053197, 2014;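 active means inhibition above a cutoff: mean of compounds within the control limits plus 3 SD of those, cut at about 17% in these data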;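 further: 0% = plate median of compound wells and 100% = probe without SIAE protein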
MBD2 DNA inh: inhibitors of MBD2 binding to methylated DNA, primary screen, biochemical, TR-FRET, DNA-binding domain, human; Methyl-CpG-binding domain protein 2 (Homo sapiens), Q9UBB5; MBD2 binding to methylated oligonucleotide; inhibition, % at 4.4 µM; actives 0.31% (n = 370,000); AID 686964, 2013; in the data active means inhibition above about 13%
Target sequence (Q9UBB5 whole entry, looked up, the tested form may be a part): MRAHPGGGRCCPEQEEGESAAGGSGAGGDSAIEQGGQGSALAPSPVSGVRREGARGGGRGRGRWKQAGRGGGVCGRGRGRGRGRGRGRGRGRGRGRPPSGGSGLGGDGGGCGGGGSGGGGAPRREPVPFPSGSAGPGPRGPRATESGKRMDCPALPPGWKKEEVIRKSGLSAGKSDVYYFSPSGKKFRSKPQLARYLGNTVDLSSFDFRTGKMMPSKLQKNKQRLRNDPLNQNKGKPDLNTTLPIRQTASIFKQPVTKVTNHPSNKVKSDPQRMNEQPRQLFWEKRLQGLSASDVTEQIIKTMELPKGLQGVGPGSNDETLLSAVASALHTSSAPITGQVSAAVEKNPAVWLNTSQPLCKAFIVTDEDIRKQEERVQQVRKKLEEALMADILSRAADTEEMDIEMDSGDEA
NPR2 activator: human GC-B receptor activators, primary screen, HEK293 GC-B cells, cGMP TR-FRET, EC30 CNP. 0% at EC30 CNP, 100% saturating CNP. activation, % at 10 µM. actives 0.11% (n = 370,000);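 active means activation at 10 µM reaching about 35% in either raw or pattern-adjusted values, limit read from the data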
PRMT1 FP inh: PRMT1 methyltransferase inhibitors, primary screen, biochemical, fluorescence polarization. AID 652257, 2013. actives 1.3% (n = 370,000). recombinant PRMT1, activity-based probe fluorescence polarization. inhibition, % at 2.79 µM. Protein arginine N-methyltransferase 1 (Homo sapiens), Q99873;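 active means inhibition above about 21% made by adding two undisclosed values, limit read from the data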
rCAG RNA binder: binders of r(CAG) RNA repeats, primary screen, biochemical, fluorescence; r(CAG) RNA repeat, TO-PRO-1 dye displacement fluorescence; inhibition, % at 3 µM; actives 1.3% (n = 370,000);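 active means inhibition above the plate cutoff, the mean of all test compounds on that plate plus 3 SD, cut at about 35% in these data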;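 further: 0% = DMSO alone and 100% = 100 µM mitoxantrone as full dye displacement; higher means more dye released from RNA so lower well fluorescence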
TCR-CD3 inh: inhibitors of human TCR-CD3 interaction, primary screen, biochemical, fluorescence, TAMRA-labeled TCR probe; T-cell receptor (TCR); actives 0.37% (n = 360,000); inhibition, % at 9.4 µM; AID 651800, 2012; in the data active means inhibition above about 19%;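 further: recombinant mutant TCR 2C K166C tagged with TAMRA read by polarization; 0% = receptor in buffer alone and 100% = receptor with positive control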
HTRA1 inh: HTRA1 serine protease inhibitors, primary screen, biochemical, fluorescence polarization, HTS | recombinant HTRA1, FP-rhodamine activity-based probe | inhibition, % at 5.96 µM | actives 0.5% (n = 340,000) | AID 504803, 2011; in the data active means inhibition above about 36%;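 further: 0% = enzyme with DMSO and 100% = wells lacking enzyme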
Target sequence (Q92743 whole entry, looked up): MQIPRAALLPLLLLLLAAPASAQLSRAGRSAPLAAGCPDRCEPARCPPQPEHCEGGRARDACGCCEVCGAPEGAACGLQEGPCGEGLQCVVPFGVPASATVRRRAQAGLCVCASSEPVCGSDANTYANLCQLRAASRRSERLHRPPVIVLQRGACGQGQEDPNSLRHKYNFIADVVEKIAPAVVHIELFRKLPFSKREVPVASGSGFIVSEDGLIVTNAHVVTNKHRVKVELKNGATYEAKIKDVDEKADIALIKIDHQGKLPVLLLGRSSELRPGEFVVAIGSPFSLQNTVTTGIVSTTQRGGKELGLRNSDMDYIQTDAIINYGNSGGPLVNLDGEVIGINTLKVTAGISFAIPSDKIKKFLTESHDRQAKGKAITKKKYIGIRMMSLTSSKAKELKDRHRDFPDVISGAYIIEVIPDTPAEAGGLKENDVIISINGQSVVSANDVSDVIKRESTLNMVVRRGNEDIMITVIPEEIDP
mABHD4 FP: ABHD4 inhibitors, primary screen, biochemical, fluorescence polarization, mouse; (Lyso)-N-acylphosphatidylethanolamine lipase (Mus musculus), Q8VD66; AID 720543, 2013; actives 0.54% (n = 370,000); inhibition, % at 8.92 µM; purified mABHD4, FP-Rh probe fluorescence polarization;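 active means inhibition exceeding the mean over every tested compound plus 3 SD, cut at about 30% in these data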;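 further: 0% = plate median of compound wells and 100% = S159A mutant with DMSO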
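System: mouse ABHD4 enzyme, wild type / Medium: HEPES pH 7.0, NaCl, Pluronic buffer / Reagent: FP-Rh activity-based fluorescent probe / Control set: S159A mutant high control, sample median low control / Detection: fluorescence polarization with parallel and perpendicular emission, 525/598 nm / Schedule: 45 min + 60 min at 25 °C / Compound dosing: 8.92 µM, single dose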
LEDGF integ inh: blockers of LEDGF/p75-dependent integrase strand transfer – biochemical, TR-FRET, high throughput, primary screen; inhibition, % at 3.7 µM; actives 0.64% (n = 370,000); TR-FRET IN-LEDGF/p75 DNA integration, Eu/Cy5; HIV-1 integrase (with human LEDGF/p75);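 active means inhibition above the screen-wide mean plus 3 SD, cut at about 13% in these data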;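 further: signal is the Cy5 over europium emission ratio at 671 and 618 nm; 0% = plate median of compound wells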
* = called active by the depositor; / = no result given. The list is partial; the hit share may differ from the screen's.

Structure,TDP2 inh,SIAE inh,MBD2 DNA inh,NPR2 activator,PRMT1 FP inh,rCAG RNA binder,TCR-CD3 inh,HTRA1 inh,mABHD4 FP,LEDGF integ inh
O=C(CN1C(=O)NC(Cc2c[nH]c3ccccc23)C1=O)NCCc1ccccc1 (centres undefined),2,6,3,2,0,-3,-2,3,-2,-3
CSc1nsc(/C=C/Nc2ccc(O)cc2C)c1C#N,-9,43*,-2,-2,53*,31,27*,74*,59*,8
CCOC(=O)c1ccc(NC(=S)N(CCCN2CCCC(C)C2)Cc2ccco2)cc1 (centres undefined),-10,-1,3,-1,1,-8,-6,-6,14,0
O=C(NCc1cccc(Cl)c1)c1ccc2ccccc2n1,-16,-5,-3,-2,-4,0,1,-25,-8,-1
CCc1cc(=O)oc2cc(C)cc(OCC(C)=O)c12,-10,-1,0,1,-4,-2,2,/,-4,2
Cc1c(C(=O)N/N=C/c2ccccc2)sc(=S)n1C,-13,4,-5,-2,5,4,0,-7,11,3
CC(/C=C1\NC(=S)NC1=O)=C\c1ccccc1,5,-6,-2,-11,2,2,-3,-2,1,-2
COc1ccc(C(=O)Nc2ccccc2Cc2ccccc2)c(OC)c1,-4,-5,4,-7,0,-3,3,-40,-8,0
C=CCOC(=O)C1=C(C)Nc2nnnn2C1c1cccc(OC)c1OC (centres undefined),-5,-8,1,-12,1,3,-2,-2,-1,0
O=C(O)COc1cccc2nsnc12,-3,1,-1,6,0,3,4,2,9,-1
CCCCN1CC(COCc2ccccc2)Oc2cccc(OCCN3C(=O)[C@@H]4[C@H](C3=O)C3C=C[C@H]4C3)c2S1(=O)=O (some centres undefined),-11,-4,3,0,-4,6,-17,-22,-10,3
CCOC(=O)c1csc(Nc2nc3ccc(F)cc3s2)n1,-4,-9,-3,-5,1,12,-4,-14,5,0
COc1ccc(-c2noc3c2-c2nc(-c4ccccc4)sc2CC3)cc1,0,-6,-2,-4,-2,6,4,-3,2,-2
C=CCn1nnc2sc3c(c2c1=O)CCC(C)C3 (centres undefined),3,1,2,-14,-1,8,1,0,-1,-8
COC(=O)C(CCSC)NC(=O)CNS(=O)(=O)c1ccc(Cl)cc1 (centres undefined),-12,4,-3,2,0,3,-1,3,0,1
COc1ccc(CC(=O)Nc2c3c(nn2-c2cccc(C)c2C)CS(=O)(=O)C3)cc1,-1,6,-1,1,0,2,3,0,3,0
Cc1ccc(S(=O)(=O)c2nc(S(=O)(=O)CCO)sc2N2CCOCC2)cc1,18,5,2,1,3,0,-2,0,1,1
CSCCC(NC(=O)c1ccc([N+](=O)[O-])cc1Cl)C(=O)OCC(=O)NC1CCCC(C)C1C (centres undefined),-16,1,0,5,-3,-4,8,-6,1,-1
O=C(COC(=O)c1ccc([N+](=O)[O-])o1)Nc1ccc(Br)cc1F,7,-8,-2,-2,0,1,0,11,3,7
O=C(CCNC(=O)c1ccco1)Nc1ccccc1N1CCOCC1,3,4,2,-1,-3,-3,2,6,3,-3
CCn1cc(CCC(=O)NCCN2CCOCC2)c2ccccc21,3,6,2,3,0,-5,7,-3,3,-1
O=C(c1ccco1)N1CCc2ccccc21,3,-2,2,1,-6,-2,4,3,-1,1
Cc1c(Cl)cccc1NC(=S)NC1CCCC1,8,5,-3,4,3,-2,10,7,3,0
CN(C(=O)n1cnc2ccccc21)c1ccccc1,12,2,-8,-2,-3,1,1,-1,2,1
CC(C)c1ccc(/C=C(\NC(=O)c2ccccc2)C(=O)NCCN2CCOCC2)cc1,-2,-2,-6,1,-5,-2,7,0,-3,2

An excerpt from above in order of the HTRA1 inh value, smallest number first.
| compound | TDP2 inh | SIAE inh | MBD2 DNA inh | NPR2 activator | PRMT1 FP inh | TCR-CD3 inh | HTRA1 inh | mABHD4 FP | LEDGF integ inh |
| --- | --- | --- | --- | --- | --- | --- | --- | --- | --- |
| CC(C)c1ccc(/C=C(\NC(=O)c2ccccc2)C(=O)NCCN2CCOCC2)cc1 | -2 | -2 | -6 | 1 | -5 | 7 | 0 | -3 | 2 |
| O=C(O)COc1cccc2nsnc12 | -3 | 1 | -1 | 6 | 0 | 4 | 2 | 9 | -1 |
| O=C(CN1C(=O)NC(Cc2c[nH]c3ccccc23)C1=O)NCCc1ccccc1 (centres undefined) | 2 | 6 | 3 | 2 | 0 | -2 | 3 | -2 | -3 |

Following part:
Structure,TDP2 inh,SIAE inh,MBD2 DNA inh,NPR2 activator,PRMT1 FP inh,rCAG RNA binder,TCR-CD3 inh,HTRA1 inh,mABHD4 FP,LEDGF integ inh
Cc1cc2nc(NC(=O)C3(C)CCN(C)C3)[nH]c2cc1C (centres undefined),4,6,2,-8,2,1,-10,/,2,-1
COc1cccc(C(=O)Nc2ccccc2C(=O)N2CCCC2)c1,6,0,0,2,-2,-3,3,-2,1,-2
COc1ccc(-c2nnn(Cc3nc(N)nc(N4CCCCC4)n3)n2)cc1,8,-6,-5,2,-2,-6,8,-8,-4,1
CCCNC(=O)Cn1c(=O)cnc2ccccc21,3,4,4,6,-2,-1,13,0,-2,3
CC1(C)CC(=O)C(CC(=O)NC2CCCc3ccccc32)C(=O)C1 (centres undefined),-6,-1,1,-1,-4,3,4,1,7,-5
CN(c1ccc(C(=O)COC(=O)C2CC2)cc1)S(C)(=O)=O,6,5,2,-1,-3,2,5,2,1,31*
Clc1c(-c2ccccc2)nnn1-c1ccccc1,6,0,5,-2,1,-2,5,-3,12,3
COc1ccc2[nH]c3c(c2c1)CCN1C(=O)C(CC(=O)NC(C)(C)C)C[C@H](C(=O)N2CCCCC2)[C@@]31CCc1ccccc1 (some centres undefined),2,1,1,-4,0,4,4,-2,2,-1
CCC(C)c1ccc(NC(=O)c2[nH]c(C)c(C(C)=O)c2C)cc1 (centres undefined),-14,3,-6,-7,-7,8,0,-13,-23,-1
C=CCOc1ccc(/C=C/C(=O)OCC(=O)Nc2c(C)n(C)n(-c3ccccc3)c2=O)cc1,-2,5,-5,-1,-3,-7,-2,-3,-3,5
CCOCCCNC(=O)c1ccc(N2CCCC2)c(NS(=O)(=O)c2ccc(C)cc2)c1,-12,6,-6,-3,-3,-3,1,12,8,4
O=C1NC(Cc2ccc(O)cc2)c2nc3ccccc3c(=O)n2-c2cc(Cl)ccc21 (centres undefined),-1,0,-3,-4,1,7,1,/,7,-1
Cc1ccc(S(=O)(=O)Nc2cccc(NC(=O)CN3CCCCC3)c2)cc1,3,-3,-5,3,-1,4,4,-10,6,0
O=C(CCN1C(=O)C2CC=C(Cl)CC2C1=O)Nc1ccccc1O (centres undefined),-12,0,5,1,2,5,-7,1,-6,-3
O=C(NCC(c1cccnc1)N1CCN(c2ccccc2F)CC1)C1CCCCC1 (centres undefined),5,-6,3,3,-1,-5,2,2,2,0
CC(=O)N1CCc2cc(S(=O)(=O)NC3CCCCC3)ccc21,8,1,2,-3,2,0,1,5,5,-3
O=C(Cn1cnc2ccccc2c1=O)Nc1ccc2c(c1)OCO2,-1,5,5,-2,-2,1,4,3,0,1
COC(=O)c1ccc(CSc2nc3ccc(C)cc3[nH]2)o1,-4,2,-4,/,-2,1,3,-4,2,2
Cc1cc(C)c2[nH]c(C)c(CN3CCCCCC3)c(=O)c2c1,-7,-2,5,4,3,5,1,-1,-9,-3
O=S(=O)(NCC1OCCc2ccccc21)c1ccc(S(=O)(=O)N2CCOCC2)cc1 (centres undefined),-1,0,3,5,1,-1,-1,-2,5,-2
COc1cc2[nH]c(=S)nc(NCC3CCCO3)c2cc1OC (centres undefined),-6,-2,-1,-5,5,2,-3,-2,-2,-3
CSCCCNC(=S)Nc1cccc(S(=O)(=O)NC2=NCCC2)c1,-1,5,-2,5,-2,-3,2,-3,-10,3
O=C(COC(=O)CCOc1ccccc1)Nc1ccc(Cl)cn1,-1,0,1,-3,4,-4,-3,4,0,0
O=[N+]([O-])c1ccc(CN2[C@H](COCc3ccccc3)C=CS2(=O)=O)cc1,12,-1,2,-7,-2,0,-6,/,4,-2
O=C(N/N=C/c1ccc(N2CCOCC2)cc1)C1COc2ccccc2O1 (centres undefined),5,-3,-1,0,2,-3,-3,7,6,-1

Going on with the list:
Structure,TDP2 inh,SIAE inh,MBD2 DNA inh,NPR2 activator,PRMT1 FP inh,rCAG RNA binder,TCR-CD3 inh,HTRA1 inh,mABHD4 FP,LEDGF integ inh
COc1ccc(/C=N/Nc2ccccn2)c(OC)c1OC,-15,2,-2,1,-2,-7,2,2,2,-2
O=C(Nc1cccc(Cl)c1)c1cc2c(=O)n3ccccc3nc2s1,-2,-21,2,-12,-2,1,6,0,-4,3
O=C(Nc1cc(C(F)(F)F)ccc1-n1cncn1)c1ccc(Cl)cc1,-2,-2,8,-14,3,-3,-2,-15,-14,0
CCCCn1nc(C(=O)N(C)CC(=O)Nc2cccc(F)c2)c2ccccc2c1=O,-4,6,0,-3,-4,-1,-5,-5,-1,0
CN(C)CCCNCCCNC(=O)/C(=N\O)c1ccccc1,-2,12,1,1,2,0,-1,6,0,-4
CCOC(=O)c1cccc(NC(=O)/C=C/c2ccc([N+](=O)[O-])cc2)c1,-3,0,2,2,4,7,-1,-5,-8,-3
CC1CCCC(C)N1C(=O)COC(=O)Cc1ccc(F)cc1 (centres undefined),-4,3,-1,-1,2,-2,0,-2,5,0
COCCN1Cc2cc(C(=O)OC)c3c(c2C1=O)c1cc(OC)ccc1n3S(=O)(=O)c1ccc(C)cc1,4,-1,3,6,7,14,4,/,0,-1
CCOC(=O)Cn1c(C)c(Br)c(=O)c2cccc(C)c21,5,-7,-5,-2,1,-3,-2,-7,-6,-3
O=C(/C=C/c1ccc(F)cc1)c1cc(Br)ccc1O,-2,0,7,0,3,-1,-1,-11,3,-4
Cc1ccc(NS(=O)(=O)c2cc3[nH]c(=O)c(=O)[nH]c3cc2C)c(C)c1,-5,-3,4,0,2,1,-8,-4,-7,-3
COC(=O)C1=C(C)N(Cc2ccc(Br)cc2)C(=S)NC1c1cccc(F)c1 (centres undefined),-3,-11,1,-14,1,3,-3,/,-7,-3
CCOC(=O)c1c(C)nc2ccc(C)cn12,2,-4,5,1,-3,-1,5,-3,2,0
Cn1c(SCC(=O)N/N=C/c2ccccn2)nnc1-c1ccccc1,9,-1,-1,6,5,-1,-4,2,-5,-2
CSc1nc(NC(C)(C)C)nc(N2CCOCC2)n1,-1,0,-1,0,-2,-6,1,5,-2,1
CCCN1CCC(=NNC(=O)CSc2cc(C)c(Br)cc2C)CC1,-1,-1,-6,3,4,0,7,-12,4,-3
c1csc(C2=Nn3c(nnc3-c3ccncc3)SC2)c1,8,19*,-8,-5,-5,4,-10,3,2,1
